ATXN viability – viability counter-screen for ATXN expression inhibitors. Potency, µM (highest dose often 56.7 µM), usual class: cytotoxic. 0.49% of 400,000 active. S2 cells (HEK-293 line with an ATXN2-luciferase reporter) viability, CellTiter-Fluor protease fluorescence, 24 h; further: potency means the concentration at half of the fitted maximal effect; nearly all actives have a fitted effect of over 40% in size
IL-1B inflam inh – inflammasome signaling inhibition, IL-1 beta readout. THP-1 LPS/ATP IL-1B secretion, AlphaLISA, 16 h; active compounds read low. activity change, % at 57.5 µM. 4.7% of 360,000 active; in the data active means activity change below about -50%; inconclusive means mostly about -30% to -49%; further: on the % scale 0 is the no-effect control and ±100 the full control effect
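Secreted IL-1B measured by AlphaLISA bead assay after 16 h compound exposure of THP-1 cells; compounds (final up to 57.5 uM) added 1 h before LPS (250 ng/mL) and ATP (1.25 mM) stimulation; lower signal means less secretion.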
MCF10A rereplic – DNA re-replication induction in MCF 10a cells | MCF 10A DNA re-replication, Hoechst nuclear intensity, 48 h | Potency, µM (highest dose often 46.1 µM), inactives show at the highest dose activity, positive = re-replication, most hits filed as activators | 2.9% of 350,000 active | AID 624296; further: potency means the concentration at half of the fitted maximal effect; % of control where 0% means no effect; nearly all actives have a fitted effect of over 50% in size
KB-3-1 tox – KB-3-1 parental cell cytotoxicity; 1.4% of 400,000 active; Potency, µM (doses to about 46.1 µM), for inactives: at the highest dose activity change, negative = cytotoxic, hits mostly cytotoxic; KB-3-1 viability, CellTiter-Glo ATP luminescence, 72 h; further: potency means the concentration at half of the fitted maximal effect; on the % scale 0 is the no-effect control and ±100 the full control effect; nearly all actives have a fitted effect of over 60% in size
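72 h, 37 °C compound treatment of KB-3-1 parental cells; CellTiter-Glo added, 10 min, luminescence read. Data corrected against DMSO-only plates and normalized before curve fitting.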
HT1080 IDH1KD tx – kills HT-1080 cells with IDH1 knockdown | HT-1080 IDH1 knockdown viability, ATP luminescence, 48 h | Potency, µM (series often up to 46.1 µM), for the others: top-dose activity, negative = toxicity, hits mostly cytotoxic | 2% of 360,000 active | AID 686971;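 further: potency means the concentration at half of the fitted maximal effect; 0% = DMSO wells and -100% = cell-free medium wells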
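Viability of IDH1-knockdown HT-1080 fibrosarcoma cells was assessed by CellTiter-Glo after 48 h at 37 °C with titrated compound; concentration-effect curves were classified by fit quality and response size.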
KB-V1 MDR tox – KB-V1 MDR subline cytotoxicity; 3.4% of 400,000 active; Potency, µM (doses to about 46.1 µM), for the others: at the top dose activity change, negative = cytotoxicity, usual class: cytotoxic; KB-V1 MDR cells viability, CellTiter-Glo, 72 h; further: potency means the concentration at half of the fitted maximal effect; on the % scale 0 is the no-effect control and ±100 the full control effect; nearly all actives have a fitted effect of over 60% in size
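Readout: CellTiter-Glo luminescence, 10 min after addition. Cells: KB-V1 MDR subline, 72 h at 37 degrees C with compound. Analysis: corrected, normalized data fitted to concentration-effect curves.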
ATXN2 expr inh – reduces ATXN2 reporter expression in HEK-293 cells. AID 1745845. HEK-293 ATXN2-luciferase reporter, luminescence, 24 h. Potency, µM (doses to about 57 µM), without a hit: at the highest dose activity change, negative = inhibition, most hits filed as inhibitors. 0.72% of 360,000 active; further: potency means the concentration at half of the fitted maximal effect; on the % scale 0 is the no-effect control and ±100 the full control effect; nearly all actives have a fitted effect of over 55% in size
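qHTS (up to 57 uM final) was run with 24 h compound exposure of reporter cells at 37 °C. Each well was multiplexed: SteadyGlo luminescence measured ATXN2-luciferase expression after a fluorogenic Gly-Phe-AFC viability readout (25 uM final).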
SW480 rerep – inducers of DNA re-replication in SW480 colon cancer cells; SW480 DNA re-replication, Hoechst DNA content imaging, 48 h; Potency, µM (series often up to 46.1 µM), without a hit: at the top dose re-replication activation, most hits filed as activators; 1.8% of 340,000 active; AID 624297; further: potency means the concentration at half of the fitted maximal effect; % of control where 0% means no effect; nearly all actives have a fitted effect of over 55% in size
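DNA re-replication was detected as more nuclei of elevated Hoechst intensity after 48 hr exposure to compound (23 nL pinned per well of 250 cells).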
HT1080-NT tox – kills 2HG-producing HT-1080-NT fibrosarcoma cells; HT-1080-NT fibrosarcoma viability, CellTiter-Glo ATP luminescence, 48 h; Potency, µM (top dose mostly 46.1 µM), without a hit: at the top dose activity, negative = less viability, actives largely listed as cytotoxic; 1.6% of 360,000 active; AID 686970;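 further: NT is the 2HG producing partner of a matched IDH1 knockdown line; potency means the concentration at half of the fitted maximal effect; 0% = DMSO-treated cells and -100% = media-only wells without cells; nearly all actives have a fitted effect of over 55% in size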
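Toxicity toward the 2HG-producing NT line was scored as %Activity, normalised to DMSO and no-cell wells, from CellTiter-Glo luminescence after 48 hours' treatment.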
An asterisk follows results filed as active; i = inactive; ? = inconclusive; / = not tested or not shown; [ ] = dose if it differs, or a comment. Unless noted, the call rests on the fitted dose curve; in most records, active means well fitted curve in the direction sought with a large enough effect; inconclusive means small, poorly fitted or top-dose-only effect, or another doubt; inactive means no such curve, though single readings can be large; an effect the other way counts as inactive or inconclusive.

Field names – A = ATXN viability; B = IL-1B inflam inh; C = MCF10A rereplic; D = KB-3-1 tox; E = HT1080 IDH1KD tx; F = KB-V1 MDR tox; G = ATXN2 expr inh; H = SW480 rerep; I = HT1080-NT tox
SMILES: NC(=O)C1CCN(C(=O)Cn2cccc2C(=O)c2ccccc2)CC1
  A: i	B: 5.5	C: -0.7%	D: 2.9%	E: 6.6%	F: 4.0%	G: 1.2%	H: -5.9%	I: 5.5%
SMILES: CC(=O)N1CCCc2cc(S(=O)(=O)Nc3ccc(Cl)cc3F)ccc21
  A: i	B: /	C: /	D: ?	E: /	F: ?	G: -24.6%	H: /	I: /
SMILES: Cc1cccc(C)c1NC(=O)CSc1nnc([C@H](C)NC(=O)OC(C)(C)C)o1
  A: i	B: 18.7	C: 5.5%	D: 5.9%	E: 20.2%	F: ?	G: 6.9%	H: -3.9%	I: 7.9%
SMILES: O=C(NCCc1ccccc1)C1CCC(Cn2c(=O)c3ccccc3n(Cc3cccc(F)c3)c2=O)CC1 (stereo unspecified)
  A: i	B: 15.6	C: ?	D: -1.7%	E: 5.6%	F: -1.3%	G: -23.2%	H: 1.3%	I: 6.9%
SMILES: COc1ccc(C2C3=C(N=C4SCC(=O)N42)c2ccccc2CC3)cc1 (stereo unspecified)
  A: i	B: -6.9	C: 1.6%	D: ?	E: -7.0%	F: ?	G: 7.9%	H: 2.9%[9.22 µM]	I: -8.4%
SMILES: C/C(=N\NC1=NCCN1)c1ccc(Cl)cc1
  A: i	B: -28.1	C: ?	D: -10.0%	E: -17.4%	F: -0.9%	G: -10.4%	H: ?	I: -22.6%
SMILES: CC(NC(=O)c1ccc(NS(C)(=O)=O)cc1)c1ccccc1 (stereo unspecified)
  A: i	B: -13.3	C: -3.3%	D: -0.1%	E: -0.3%	F: -3.5%	G: 1.8%	H: -13.0%	I: 0.5%
SMILES: COc1cccc(C(=O)NC2CCCc3c2cnn3-c2ccc(C)c(C)c2)c1OC (stereo unspecified)
  A: i	B: -4.1	C: 12.5%	D: -12.2%	E: 1.4%	F: -26.8%	G: 3.1%	H: -28.4%	I: 3.7%
SMILES: CC1CCCCC1NC(=O)CO/N=C/c1ccccc1OC(F)F (stereo unspecified)
  A: ?	B: 3.0	C: 0.5%	D: -4.1%	E: 22.7%	F: ?	G: 1.5%	H: 2.4%	I: 14.5%
SMILES: COc1ccc(Cn2cc(CN3CC(N4CCSCC4)CS3(=O)=O)nn2)cc1 (stereo unspecified)
  A: i	B: 11.5	C: /	D: 3.0%	E: -0.5%	F: ?	G: 10.6%	H: /	I: 14.3%
SMILES: COC(=O)c1scc(-c2ccccc2)c1S(=O)(=O)Nc1cccc(C)c1C
  A: i	B: /	C: /	D: -16.6%	E: /	F: ?	G: 5.7%	H: /	I: /
SMILES: Cc1ccc(C)c(NC(=O)c2ccc3c(c2)N(Cc2ccc(F)cc2)C(=O)CS3=O)c1 (stereo unspecified)
  A: i	B: -3.6	C: 3.8%	D: ?	E: 2.9%	F: 19.7%	G: -1.8%	H: -4.2%	I: 7.5%
SMILES: Cc1ccc(NC(=O)CN2C(=O)S/C(=C\c3ccc(C(=O)O)cc3)C2=O)cc1
  A: i	B: 5.7	C: -1.3%	D: 1.9%	E: -1.5%	F: -9.4%	G: /	H: 4.0%	I: 4.2%
SMILES: CCCCn1c(N)c(N(CCOC)C(=O)c2cc(C)oc2C)c(=O)[nH]c1=O
  A: i	B: 2.5	C: -1.8%	D: 14.1%	E: -1.8%	F: -2.8%	G: 1.6%	H: -0.5%	I: 7.4%
SMILES: COc1ccc2oc(=O)c(C(=O)Nc3cccc(C(=O)O)c3)cc2c1
  A: i	B: /	C: /	D: 4.0%	E: /	F: -3.4%	G: 0.891µM*	H: /	I: /
SMILES: Cc1nn(CC(=O)NC2CCC(C)CC2)c(C)c1[N+](=O)[O-] (stereo unspecified)
  A: i	B: -11.0	C: -2.3%	D: -10.0%	E: -2.9%	F: -10.5%	G: -14.6%	H: -8.5%	I: -6.7%[9.24 µM]
SMILES: CCCCNC1c2ccccc2C(=O)N1Cc1ccccc1 (stereo unspecified)
  A: i	B: -17.2	C: 3.4%	D: -2.4%	E: -4.8%	F: -14.6%	G: -4.6%	H: 8.4%	I: 1.9%
SMILES: CN(C)S(=O)(=O)c1cc(NC(=O)CSc2cccc[n+]2[O-])ccc1Cl
  A: i	B: -5.9	C: 4.8%	D: 6.6%	E: -0.4%	F: 3.3%	G: 0.9%	H: -18.7%	I: 6.9%
SMILES: CCOc1ccccc1NC(=O)c1cc(S(=O)(=O)N2CCC3(CC2)OCCO3)ccc1F
  A: i	B: 16.6	C: -0.6%	D: 5.9%	E: 9.4%	F: -16.4%	G: 2.7%	H: 0.7%	I: 2.8%
SMILES: COC(=O)c1cc(C(=O)NC(C)C2CC3CCC2C3)cc([N+](=O)[O-])c1 (stereo unspecified)
  A: i	B: 19.8	C: 0.6%	D: -3.4%	E: -0.1%	F: -7.1%	G: 6.5%	H: ?	I: -5.8%
SMILES: Cc1ccc(S(=O)(=O)N2CCN(C(=O)CN3C(=O)c4ccc([N+](=O)[O-])cc4C3=O)CC2)cc1C
  A: /	B: 17.1	C: -0.1%	D: 3.2%	E: 6.2%	F: 11.2%	G: /	H: -1.6%	I: -0.5%
SMILES: CCCS(=O)(=O)N1CCCC(C(=O)Nc2ccc3c(c2)CCC3)C1 (stereo unspecified)
  A: i	B: 0.0	C: 10.1%	D: 23.1%	E: -6.8%	F: ?	G: 6.8%	H: 12.4%	I: 2.0%

10 structures already listed, sorted by formula weight, low to high:
Field names – A = ATXN viability; B = IL-1B inflam inh; C = MCF10A rereplic; D = KB-3-1 tox; E = HT1080 IDH1KD tx; F = KB-V1 MDR tox; G = ATXN2 expr inh; H = SW480 rerep; I = HT1080-NT tox
SMILES: COc1ccc2oc(=O)c(C(=O)Nc3cccc(C(=O)O)c3)cc2c1
  A: i	B: /	C: /	D: 4.0%	E: /	F: -3.4%	G: 0.891µM*	H: /	I: /
SMILES: COC(=O)c1cc(C(=O)NC(C)C2CC3CCC2C3)cc([N+](=O)[O-])c1 (stereo unspecified)
  A: i	B: 19.8	C: 0.6%	D: -3.4%	E: -0.1%	F: -7.1%	G: 6.5%	H: ?	I: -5.8%
SMILES: CCCS(=O)(=O)N1CCCC(C(=O)Nc2ccc3c(c2)CCC3)C1 (stereo unspecified)
  A: i	B: 0.0	C: 10.1%	D: 23.1%	E: -6.8%	F: ?	G: 6.8%	H: 12.4%	I: 2.0%
SMILES: Cc1ccc(NC(=O)CN2C(=O)S/C(=C\c3ccc(C(=O)O)cc3)C2=O)cc1
  A: i	B: 5.7	C: -1.3%	D: 1.9%	E: -1.5%	F: -9.4%	G: /	H: 4.0%	I: 4.2%
SMILES: COC(=O)c1scc(-c2ccccc2)c1S(=O)(=O)Nc1cccc(C)c1C
  A: i	B: /	C: /	D: -16.6%	E: /	F: ?	G: 5.7%	H: /	I: /
SMILES: COc1cccc(C(=O)NC2CCCc3c2cnn3-c2ccc(C)c(C)c2)c1OC (stereo unspecified)
  A: i	B: -4.1	C: 12.5%	D: -12.2%	E: 1.4%	F: -26.8%	G: 3.1%	H: -28.4%	I: 3.7%
SMILES: COc1ccc(Cn2cc(CN3CC(N4CCSCC4)CS3(=O)=O)nn2)cc1 (stereo unspecified)
  A: i	B: 11.5	C: /	D: 3.0%	E: -0.5%	F: ?	G: 10.6%	H: /	I: 14.3%
SMILES: Cc1ccc(C)c(NC(=O)c2ccc3c(c2)N(Cc2ccc(F)cc2)C(=O)CS3=O)c1 (stereo unspecified)
  A: i	B: -3.6	C: 3.8%	D: ?	E: 2.9%	F: 19.7%	G: -1.8%	H: -4.2%	I: 7.5%
SMILES: Cc1ccc(S(=O)(=O)N2CCN(C(=O)CN3C(=O)c4ccc([N+](=O)[O-])cc4C3=O)CC2)cc1C
  A: /	B: 17.1	C: -0.1%	D: 3.2%	E: 6.2%	F: 11.2%	G: /	H: -1.6%	I: -0.5%
SMILES: O=C(NCCc1ccccc1)C1CCC(Cn2c(=O)c3ccccc3n(Cc3cccc(F)c3)c2=O)CC1 (stereo unspecified)
  A: i	B: 15.6	C: ?	D: -1.7%	E: 5.6%	F: -1.3%	G: -23.2%	H: 1.3%	I: 6.9%

Source: PubChem BioAssay
